# TRPC4 inh: TRPC4 (mouse) channel inhibition | Q9QUQ5 | HEK293 TRPC4beta/mu-opioid, DAMGO-evoked Fluo4 calcium flux; stronger effect = lower value | B-score at 10 µM | 300,000 compounds, 0.39% hits | AID 2247;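 active = B-score over 3 SD under the library average, no early fluorescence shift, positive overall ratio signal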
# Target sequence (Q9QUQ5 whole entry, looked up): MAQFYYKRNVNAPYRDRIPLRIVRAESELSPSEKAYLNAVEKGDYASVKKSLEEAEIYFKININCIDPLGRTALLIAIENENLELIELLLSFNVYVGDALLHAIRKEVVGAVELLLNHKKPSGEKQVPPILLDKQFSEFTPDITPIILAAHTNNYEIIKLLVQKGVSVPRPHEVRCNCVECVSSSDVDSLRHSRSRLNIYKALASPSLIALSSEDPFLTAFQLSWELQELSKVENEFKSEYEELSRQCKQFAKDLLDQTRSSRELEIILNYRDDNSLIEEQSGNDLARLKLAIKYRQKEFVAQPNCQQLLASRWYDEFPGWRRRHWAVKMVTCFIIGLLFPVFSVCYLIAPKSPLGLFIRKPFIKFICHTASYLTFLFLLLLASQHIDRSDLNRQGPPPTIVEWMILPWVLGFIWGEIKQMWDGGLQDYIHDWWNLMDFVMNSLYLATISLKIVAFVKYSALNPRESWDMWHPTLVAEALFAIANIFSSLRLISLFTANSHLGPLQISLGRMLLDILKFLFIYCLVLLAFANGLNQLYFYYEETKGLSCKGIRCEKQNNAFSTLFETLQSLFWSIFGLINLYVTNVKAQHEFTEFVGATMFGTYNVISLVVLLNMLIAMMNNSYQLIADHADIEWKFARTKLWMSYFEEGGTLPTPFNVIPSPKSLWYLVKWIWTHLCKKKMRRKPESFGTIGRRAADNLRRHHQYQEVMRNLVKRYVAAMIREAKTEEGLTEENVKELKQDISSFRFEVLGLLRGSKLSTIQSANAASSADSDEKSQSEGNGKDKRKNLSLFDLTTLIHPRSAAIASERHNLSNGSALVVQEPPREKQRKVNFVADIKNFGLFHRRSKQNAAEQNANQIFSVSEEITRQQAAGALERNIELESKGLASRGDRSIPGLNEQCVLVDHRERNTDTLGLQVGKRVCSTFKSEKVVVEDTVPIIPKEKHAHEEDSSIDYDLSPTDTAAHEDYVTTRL
#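 Material: HEK293 cells with stable TRPC4beta plus mu-opioid receptor expression / Probe or stimulus: DAMGO in two steps, submaximal then maximal / Compound: single concentration per test compound / Technique: kinetic Fluo4 fluorescence imaging of calcium influx / Read-out: per-well B score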
# KCNQ1 pot: potentiators or activators of human KCNQ1 potassium channel. B-score at 10 µM. 310,000 compounds, 0.35% hits. CHO-K1 KCNQ1, thallium flux FluxOR fluorescence; stronger effect = higher value. P51787. AID 2648;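 active = fluorescence ratio B-score, a plate-corrected score, at least three library SD, with initial intensity B-score within 5 SD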
#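 Assay system: CHO-K1 cells stably expressing KCNQ1; Medium: assay buffer with matched DMSO; Also added: K+/Tl+ depolarizing stimulus; Dosing: single dose; Timing: dye 90 min, compound 20 min, room temperature; Measured by: kinetic FluxOR thallium fluorescence, 10-s 1-Hz baseline, 110-s post-stimulus read; Read-out: peak-minus-minimum fluorescence over initial fluorescence, negative-control normalized, B-scored.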
# DYRK1A inh: Dyrk1A (rat) kinase inhibition | Q63470 | ADP-Glo luminescence, NFATc1 peptide | inhibition, % at 12.5 µM | 310,000 compounds, 0.43% hits | AID 504441; in the data active = inhibition above about 50%;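 note: plate controls were vehicle with enzyme for no effect and no enzyme for full effect; many of its hits are not listed in these tables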
# TRPC4 potent: allosteric potentiators of mouse TRPC4 channel; B-score at 10 µM; Q9QUQ5; HEK293 TRPC4beta/mu-opioid, DAMGO EC20, Fluo-4 Ca2+ flux; stronger effect = higher value; 310,000 compounds, 0.42% hits;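 active = B-score of calcium response area above 5 SD of library B-scores, with initial fluorescence ratio within 5 SD of library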;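 note: B-score of integrated fluorescence ratio over time as area under calcium response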
# KCNK3 inh: human KCNK3 channel inhibition, primary screen; O14649; CHO-KCNK3 thallium flux, FluxOR fluorescence; stronger effect = lower value; B-score at 10 µM; 340,000 compounds, 0.84% hits;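 active = B-score under library mean minus 4 SD, starting fluorescence ratio at most library mean plus 5 SD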;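 note: more negative B-score means stronger inhibition of thallium flux through KCNK3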
# KCNQ1 inh: inhibitors of human KCNQ1 potassium channel. CHO-K1 KCNQ1, FluxOR thallium flux fluorescence; stronger effect = higher value. B-score at 10 µM. 310,000 compounds, 1.3% hits. AID 2642;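 active = compounds whose thallium flux B-score, printed positive for inhibition, exceeds three library SD while starting fluorescence stays within three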;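 note: channel opened by potassium depolarization with thallium stimulus after 20 min compound exposure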
# hERG rescue: compounds protecting human hERG from proarrhythmic drug block. AID 1511. 310,000 compounds, 0.51% hits. activation (rescue from dofetilide block), less the hit threshold, % at 10 µM. Q12809. CHO-hERG, FluxOR thallium flux, dofetilide IC70 present;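 active = activation above the mean of controls blocked by dofetilide plus 5 SD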;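 note: thallium influx through hERG after potassium depolarization seen as dye fluorescence rise; in these data hits start at about 4.7%; inactives centre near -7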
# PolyA inh: inhibitors of polyadenylation in S. cerevisiae; S. cerevisiae SKY197-pL101 polyadenylation reporter, beta-gal luminescence; efflux-impaired pdr1/pdr3 knockout yeast; score 100 = 6 SD above DMSO; calls only at 12 µM; 300,000 compounds, 0.02% hits; AID 1875;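 active = lowest replicate activity score at least 50, where 100 means six control SD above control mean; inconclusive = lowest score under 50 but half or more replicates reach 50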;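 note: yeast exposed to compound for 9 h at 30 °C; higher score means more reporter readthrough which indicates perturbed polyadenylation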
# TRPC4 act: TRPC4 (mouse) channel activation; HEK293 TRPC4beta/mu-opioid, Fluo4 calcium fluorescence; stronger effect = higher value; B-score at 10 µM; 310,000 compounds, 0.49% hits; AID 2237;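 active = B-score above 5 SD of library B-scores, and initial fluorescence ratio not above library mean plus 5 SD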;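 note: positive B-score marks a calcium rise read as TRPC4 activation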
#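 System – HEK293 cells stably co-expressing mouse TRPC4beta and mu-opioid receptor · Signal – Fluo4 calcium-sensitive dye fluorescence, kinetic, 1 Hz baseline · Benchmarks – buffer (low) and maximal DAMGO (high) · Read-out – B score of integrated fluorescence ratio per well · Incubation – dye loading 45 min room temperature, 110 s kinetic read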
# Platelet DG rel: platelet dense granule release activity; human platelet-rich plasma, SFLLRN dense granule ATP release, luminescence; inhibition, %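 (compounds screened at 7.5 µM in platelet-rich plasma)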; 300,000 compounds, 0.22% hits;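 active = mean replicate score, as percent of positive control, at or above 50; inconclusive = mean below 50 but at least one replicate at or above 50; inactive = mean and every replicate below 50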
# KCNK9 inh: human KCNK9 channel inhibition; Q9NPC2; HEK293 KCNK9, FluxOR thallium flux fluorescence; stronger effect = lower value; B-score at 10 µM; 310,000 compounds, 1.2% hits; AID 488922;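 active = ratio B-score over 3 SD below the library mean, with starting fluorescence within 5 SD of its mean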;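 note: negative B-score means less thallium flux so channel inhibition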
# Numbers without * were called inactive; i = inactive; ? = inconclusive; / = no result given. Some of the compounds tested; the hit share may differ from the screen's.
# Under each structure – TRPC4 inh, KCNQ1 pot, DYRK1A inh, TRPC4 potent, KCNK3 inh, KCNQ1 inh, hERG rescue, PolyA inh, TRPC4 act, Platelet DG rel, KCNK9 inh
> O=[N+]([O-])c1cccc(-c2ccc(SCc3ccccn3)nn2)c1
  i, i, /, i, i, i, -6, i, i, 9, i
> CC(NC(=O)COc1cc(=O)n(C)c2ccccc12)c1ccc2c(c1)OCCO2 (stereo unspecified)
  i, i, 3, i, i, i, -10, i, i, 18, i
> Cc1ccc(S(=O)(=O)N2CCCC(C)C2)cc1 (stereo unspecified)
  i, i, 10, i, i, i, -4, i, i, -4, i
> CN(C)Cc1ccccc1COc1ccccc1
  i, i, -8, i, i, i, -1, i, i, -1, i
> CC(C)(CC(=O)O)CC(=O)NCc1c(Cl)cccc1Sc1ccc(Cl)cc1
  i, i, /, i, i, i, -7, i, i, 0, i
> COc1cccc(OCCn2c(C)c(/C=N/n3cnnc3)c3ccccc32)c1
  i, i, 1, i, i, i, -5, i, i, 3, i
> CCCC(=O)Nc1ccc2nc(SCC(=O)N3CCCC3)sc2c1
  i, i, /, i, i, i, -14, i, i, -6, i
> O=C(NCCc1cccnc1)c1cc(COc2ccc(F)cc2F)on1
  i, i, -6, i, i, i, -7, i, i, -1, i
> COc1cc(C(=O)O/N=C(\N)c2ccccn2)cc(OC)c1OC
  i, i, 0, i, i, i, -8, i, i, 3, i
> O=c1cc(NCc2ccccc2)nc2n1CCCS2
  i, i, -4, i, i, i, -6, i, i, 3, i
> CCCC(=O)N1CCN(c2nc3c(OC)ccc(Cl)c3s2)CC1
  i, i, -1, i, i, i, -9, i, i, 0, i
> Cc1cnc(CNC(=O)C2CCC(=O)N(CCc3cccc(F)c3)C2)[nH]1 (stereo unspecified)
  i, i, 3, i, i, i, -3, i, i, 11, i
> O=C(Nc1ccnn1C1CCN(C2CCCC2)CC1)c1ccccc1Cl
  i, i, 0, i, i, i, -2, i, i, -1, i
> Fc1ccc(-c2ccnc3nc(N4CCOCC4)nn23)cc1
  i, i, 9, i, i, i, -8, i, i, 11, i
> O=C(c1ccc(NC2=NC3CS(=O)(=O)CC3S2)cc1)N1CCN(c2ccc([N+](=O)[O-])cc2)CC1 (stereo unspecified)
  i, i, -1, i, i, i, -2, i, i, -4, i
> COC(=O)C1=C(C)N=C2SC(C#N)=C(N)N2C1c1cccc(OC)c1 (stereo unspecified)
  i, i, 4, i, i, i, -11, i, i, ?, i
> Cc1ccc(C(C[N+](=O)[O-])c2c(C)cc3ccccn23)cc1 (stereo unspecified)
  i, i, 1, i, i, i, -8, i, i, 0, i
> CC(C(O)C12CC3CC(CC(C3)C1)C2)N1CCCCC1 (stereo unspecified)
  i, i, 0, i, i, i, -7, i, i, 3, i
> Nn1c(SCC(=O)Nc2nnc(-c3ccccc3)o2)nnc1C1CC1
  i, i, 10, i, i, i, -11, i, i, 2, i
> O=C(Nc1ccc(S(=O)(=O)NC2=NCCCCC2)cc1)c1ccco1
  i, i, /, i, i, i, -9, i, i, -27, i
> CCOC(=O)c1sc(NC(=O)CSc2nc3c(cc2C#N)CCCCCC3)c(C#N)c1C
  /, i, 6, i, i, i, -10, i, i, 0, i
> O=c1cc(O)n(C2CCCCCC2)c(=O)[nH]1
  i, i, 7, i, i, i, -2, i, i, -2, i
> O=C(O)COn1c(-c2ccc(Cl)cc2)nc2ccc(Cl)cc21
  i, i, 2, i, i, i, -11, i, i, 6, i
> Cc1csc(NC(=O)CSc2nnc(-c3ccoc3C)n2C(C)c2ccccc2)n1 (stereo unspecified)
  i, i, -8, i, i, i, -13, i, i, 14, i
> CCOC(=O)N1CCN(C(=S)NC(=O)c2cncc(Br)c2)CC1
  i, i, -8, i, i, i, -13, i, i, -1, i
> FC(F)(F)c1cccc(NC(=S)NNC(=S)Nc2cccc(C(F)(F)F)c2)c1
  i, i, /, i, /, i, -2, i, i, 4, i
> O=C(C1=C[C@H](c2ccc(Br)cc2)C[C@H](OCc2ccc(CO)cc2)O1)N1CCOCC1
  i, i, 3, i, i, i, -3, i, i, 25, i
> COCCC(=O)N(Cc1ccc2c(c1)OCO2)C(C(=O)NC1CCCCC1)c1ccncc1 (stereo unspecified)
  i, i, -3, i, i, i, 3, i, i, -3, i
> CCn1ncc(C2=NOC(C(=O)NCc3ccc(Cl)cc3)C2)c1C (stereo unspecified)
  i, i, -5, i, i, i, -13, i, i, 1, i
> COc1ccc(NS(=O)(=O)c2cc(NC(=O)c3ccc(F)cc3)ccc2OC)cc1
  i, i, -3, i, i, i, -7, i, i, -11, i
> O=C(COc1ccc(F)cc1)NNC(=O)c1cc2ccccc2oc1=O
  i, i, 1, i, i, i, -5, i, i, -17, i
> O=C(N/N=C/c1cnc(N2CCCCC2)s1)c1ccc(C(F)(F)F)cc1
  i, i, -3, i, i, i, -13, i, i, 4, i
> Cc1nc(N[C@@H](Cc2ccccc2)C(=O)O)c2oc3ccccc3c2n1
  i, i, 2, i, i, i, -4, i, i, -32, i
> COc1cccc(NC(=O)CN2C(=O)CSc3ccc(S(=O)(=O)N4CCC(C)CC4)cc32)c1
  i, i, 0, i, i, i, -7, i, i, 0, i
> CCOc1ccc(N2C(=O)CC(N3CCN(c4ccccc4F)CC3)C2=O)cc1 (stereo unspecified)
  i, i, -7, i, i, i, -2, i, i, 0, i
> O=C(O)c1ccc(Nc2nc(-c3ccccc3)nc3ccccc23)cc1
  i, i, 25, i, i, i, -4, i, i, -2, i
> NN/C(=C\[N+](=O)[O-])Nc1ccccc1
  i, i, 6, i, i, i, -8, i, i, -1, i
> Cc1cccc(NC(=O)c2cc(Cl)ccc2[N+](=O)[O-])c1
  i, i, -11, i, i, i, -9, i, i, -19, i
> C=CCn1c(SCc2ccc3nonc3c2)nnc1-c1cccs1
  i, i, 1, i, i, i, -8, i, i, 7, i
> COc1ccccc1CN1CC(C(=O)N(C)CCOc2ccccc2)CCC1=O (stereo unspecified)
  i, i, 1, i, i, i, -3, i, i, -19, i
> O=C(NCc1ccco1)C1CCCN(S(=O)(=O)c2cccc3cccnc23)C1 (stereo unspecified)
  i, i, 7, i, i, i, -11, i, i, 2, i
> CC(C)Oc1ccc(C(=O)NC(Cc2c[nH]c3ccccc23)C(=O)NN)cc1 (stereo unspecified)
  i, i, 5, i, i, i, -6, i, i, -11, i
> CC(C)n1c(=O)[nH]c2ccccc21
  i, i, -5, i, i, i, -4, i, i, -7, i
> CC1CCCCC1NC(=O)C1CCC(CNS(=O)(=O)c2ccc(F)cc2)CC1 (stereo unspecified)
  i, i, 1, i, i, i, -5, i, i, -1, i
> C=CC(=O)N1c2ccccc2Sc2ccc(NC(=O)OCC)cc21
  i, i, -11, i, i, i, 0, i, i, -42, i

# 2 compounds from above with just KCNQ1 inh, Platelet DG rel and TRPC4 inh:
SMILES | KCNQ1 inh | Platelet DG rel | TRPC4 inh
Cc1nc(N[C@@H](Cc2ccccc2)C(=O)O)c2oc3ccccc3c2n1 | i | -32 | i
Cc1cccc(NC(=O)c2cc(Cl)ccc2[N+](=O)[O-])c1 | i | -19 | i

# Continuation:
# Under each structure – TRPC4 inh, KCNQ1 pot, DYRK1A inh, TRPC4 potent, KCNK3 inh, KCNQ1 inh, hERG rescue, PolyA inh, TRPC4 act, Platelet DG rel, KCNK9 inh
> CCn1c(SCC(=O)N2CCCCCC2)nc2c([nH]c3ccccc32)c1=O
  i, i, -7, i, i, i, -4, i, i, 42, i
> Cc1ccc(-n2ncc3c2CC(C)(C)CC3NC(=O)CCCN2CCCC2=O)cc1 (stereo unspecified)
  i, i, 1, i, i, i, -4, i, i, 13, i
> COC(=O)CC1COc2ccccc2N1C(=O)c1cccc(C(F)(F)F)c1 (stereo unspecified)
  i, i, /, i, i, i, -8, i, i, 18, i
> CCC(=O)Nc1cccc(NC(=S)NC(=O)c2ccccc2Cl)c1
  i, i, 6, i, i, i, -3, i, i, 7, i
> COc1ccc(OC)c(NS(=O)(=O)c2ccc(NC(C)=O)cc2)c1
  i, i, -3, i, i, i, -4, i, i, 6, i
> CCn1c2ccc(C)cc2c2nnc(SCCN3CCOCC3)nc21
  i, i, /, i, i, i, -11, i, i, 9, i
> O=c1[nH]oc(O)c1-c1ncc(C(F)(F)F)cc1Cl
  i, i, 1, i, i, i, -4, i, i, -2, i
> N=C1/C(=C/c2ccc(OCc3ccccc3F)cc2)C(=O)N=C2SC(CC(=O)N3CCOCC3)=NN12
  i, i, 2, i, i, i, -9, i, i, -21, i
> COC(=O)CCCC(=O)NC(C)c1cnn(-c2ccccc2C)c1C (stereo unspecified)
  i, i, -1, i, i, i, -5, i, i, 3, i
> CCOC(=O)CNC(=O)COc1coc(CN2CCN(c3ccccc3F)CC2)cc1=O
  i, i, -1, i, i, i, 0, i, i, 3, i
> COC(=O)CSc1nc2c(c(C3CC=CCC3)c1C#N)CCC2 (stereo unspecified)
  i, i, 2, i, i, i, -7, i, i, 0, i
> COc1ccccc1CCN=C(N)NS(=O)(=O)c1cccs1
  i, i, 2, i, i, i, -6, i, i, -1, i
> COc1cc(C2C(C#N)=C(C)NC(C)=C2C#N)cc(OC)c1OC
  i, i, 0, i, i, i, -13, i, i, -7, i
> COc1ccc([N+](=O)[O-])cc1N(CC(=O)NCCSc1ccc(C)cc1)S(C)(=O)=O
  i, i, 2, i, i, i, -1, i, i, 0, i
> Cc1ccc(-c2noc(CNC(=O)c3ccoc3C)n2)cc1
  i, i, -6, i, i, i, -4, i, i, -20, i
> CCn1c(SCC(=O)N2CCOCC2)nc2c([nH]c3ccccc32)c1=O
  i, i, 6, i, i, i, -8, i, i, -29, i
> COc1cccc(C(=O)NCC(=O)NCc2cc(=O)n(C)c(=O)n2C)c1OC
  i, i, 2, i, i, i, -6, i, i, -5, i
> C=C(C)C(=O)Nc1cccc(C2=NOC3(C2)C[C@@H](C(N)=O)N(C(=O)/C(C)=C/C)C3)c1 (stereo partly specified)
  i, i, -21, i, i, i, -7, i, i, 6, i

# Screens as filed in PubChem BioAssay.
